Screening results as filed in PubChem.
GLD-1 RNA inh: GLD-1/TGE RNA complex disruptors, primary screen, biochemical, fluorescence polarization; Female germline-specific tumor suppressor gld-1 (Caenorhabditis elegans), Q17339; purified GLD-1 + fluorescein TGE RNA; inhibition, % at 5.96 µM; 0.44% of 320,000 active; AID 2280, 2010;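 active = percent inhibition above a per-plate cutoff, the plate mean of test compounds plus 3 SD, cut at about 30% in these data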;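 also: 0% = DMSO wells with GLD-1 and probe and 100% = wells lacking GLD-1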
MEX-5 binding: MEX-5 zinc finger RNA-binding disruptors – biochemical, C. elegans, fluorescence polarization, MLPCN library, primary screen. activity score (negative = inhibition of binding), % at 10 µM. MEX-5/FITC-TCR2 RNA binding; stronger effect = lower value. Zinc finger protein mex-5 (Caenorhabditis elegans), Q9XUB2. AID 1832, 2009. 0.38% of 300,000 active;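 active = inhibition past about -25% in most replicates, and total fluorescence under double the plate's negative control median, limit read from the data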;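 also: 0% = DMSO and -100% = 5 µM competing unlabeled TCR2 RNA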
Target sequence (Q9XUB2 whole entry, looked up): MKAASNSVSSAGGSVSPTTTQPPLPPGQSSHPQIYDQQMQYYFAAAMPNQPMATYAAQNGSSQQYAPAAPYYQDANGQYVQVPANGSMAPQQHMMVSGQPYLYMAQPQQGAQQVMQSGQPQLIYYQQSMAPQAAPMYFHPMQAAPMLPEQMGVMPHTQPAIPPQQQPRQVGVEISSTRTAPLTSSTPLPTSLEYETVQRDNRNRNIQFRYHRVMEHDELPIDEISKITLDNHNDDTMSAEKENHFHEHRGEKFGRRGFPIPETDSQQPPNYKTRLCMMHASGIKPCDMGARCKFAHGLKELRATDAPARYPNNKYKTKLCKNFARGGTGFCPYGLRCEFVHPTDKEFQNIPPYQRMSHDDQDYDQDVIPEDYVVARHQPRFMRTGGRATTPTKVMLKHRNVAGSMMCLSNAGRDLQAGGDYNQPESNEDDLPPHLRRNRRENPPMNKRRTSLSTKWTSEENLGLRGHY
GSTO1 inh: inhibitors of recombinant GSTO1, primary screen, counter-screen for RBBP9 inhibitor project, biochemical, fluorescence polarization. 1.1% of 300,000 active. AID 1974, 2009. activity-based probe fluorescence polarization. inhibition, % at 5.96 µM. Glutathione S-transferase omega-1 (Homo sapiens), P78417;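 active = inhibition above the campaign mean inhibition plus 3 SD, cut at about 35% in these data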;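 also: 0% = GSTO1-1 with DMSO and 100% = wells lacking GSTO1-1 enzyme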
PAD4 FP inh: human PAD4 inhibitors, primary screen, biochemical, fluorescence polarization, 1536-well format. Protein-arginine deiminase type-4 (Homo sapiens), Q9UM07. recombinant PAD4, RCA probe fluorescence polarization. inhibition, % at 6.36 µM. 0.41% of 330,000 active. AID 485272, 2010;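 active = percent inhibition above a cutoff equal to the mean of all tested compounds plus 3 SD, cut at about 15% in these data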;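 also: 0% = PAD4 with RCA probe and DMSO and 100% = probe without PAD4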
Target sequence (Q9UM07 whole entry, looked up): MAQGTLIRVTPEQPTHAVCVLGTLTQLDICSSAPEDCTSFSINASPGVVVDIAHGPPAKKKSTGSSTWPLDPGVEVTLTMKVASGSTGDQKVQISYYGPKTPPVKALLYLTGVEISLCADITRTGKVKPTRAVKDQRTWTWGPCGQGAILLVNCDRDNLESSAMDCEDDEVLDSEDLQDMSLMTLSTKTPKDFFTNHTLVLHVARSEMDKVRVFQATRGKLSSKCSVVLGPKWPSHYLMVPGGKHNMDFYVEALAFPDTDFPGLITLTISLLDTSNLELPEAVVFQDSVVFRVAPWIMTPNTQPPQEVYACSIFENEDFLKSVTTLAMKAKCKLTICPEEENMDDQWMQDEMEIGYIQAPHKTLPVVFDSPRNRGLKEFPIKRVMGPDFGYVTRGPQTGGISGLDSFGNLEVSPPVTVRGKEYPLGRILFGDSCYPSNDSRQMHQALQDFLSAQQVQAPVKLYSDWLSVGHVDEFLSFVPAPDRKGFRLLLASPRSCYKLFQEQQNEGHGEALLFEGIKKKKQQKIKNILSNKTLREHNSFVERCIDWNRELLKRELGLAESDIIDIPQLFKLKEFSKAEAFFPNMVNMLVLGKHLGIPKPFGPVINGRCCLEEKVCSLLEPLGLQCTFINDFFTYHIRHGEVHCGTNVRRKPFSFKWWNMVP
MCL1 BIM primary: inhibitors of MCL1 binding to BIM-BH3, primary screen, biochemical, fluorescence polarization; GST-MCL1 / FITC-Bim-BH3 fluorescence polarization; 0.68% of 320,000 active; AID 2057, 2009; inhibition, % at 10.9 µM;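 active = inhibition above the mean inhibition of all tested compounds plus 3 SD, set per campaign, cut at about 40% in these data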;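 also: 0% = DMSO wells and 100% = unlabeled Bim-BH3 peptide control; higher means more loss of mP so more displacement of Bim peptide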
TPT1 inhibitor: Candida albicans TPT1 enzyme inhibitors, primary screen, biochemical, fluorescence polarization; tRNA 2'-phosphotransferase TPT1 (Candida albicans SC5314); recombinant caTPT1, FP RNA substrate dephosphorylation; inhibition, % at 5 µM; 0.81% of 300,000 active;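 active = inhibition above the mean of all tested compounds plus 3 SD, set per screening campaign, cut at about 24% in these data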;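 also: plate controls were DMSO alone for no effect and ferristatin control at 100 nM for full effect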
Fam108B inh: mouse Fam108B serine hydrolase inhibitors, primary screen, counter-screen for RBBP9 inhibitor project, biochemical, fluorescence polarization; 0.33% of 300,000 active; recombinant Fam108B, FP-Rh probe fluorescence polarization; inhibition, % at 9.51 µM;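 active = inhibition above the screen mean inhibition plus 3 SD, computed separately per campaign, cut at about 18% in these data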;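 also: inhibitors lower polarization as less probe binds the enzyme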
PME-1 primary: PME-1 inhibitors via competitive probe labeling, primary screen, biochemical, fluorescence polarization, FP-Rh probe, HTS; Protein phosphatase methylesterase 1 (Homo sapiens), Q9Y570; recombinant PME-1; inhibition, % at 5.9 µM; 0.53% of 320,000 active; AID 2130, 2009;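 active = inhibition above the campaign mean of all compounds plus 3 SD, cut at about 26% in these data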;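 also: competitive labeling of PME-1 active site by serine hydrolase directed probe; 0% = PME-1 with DMSO and 100% = wells lacking PME-1 enzyme; inhibitors block probe labeling so polarization falls and inhibition rises; many of its hits are not listed in these tables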
Bcl-xL primary: inhibitors of human Bcl-xL, primary screen, biochemical, fluorescence polarization, HTS; 0.7% of 320,000 active; inhibition, % at 10.9 µM; AID 2129, 2009; GST-Bcl-xL / FITC-Bim BH3 peptide fluorescence polarization; Bcl-2-like protein 1 (Homo sapiens), Q07817;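 active = inhibition above the mean of all tested compounds plus 3 SD, cutoff set per campaign, cut at about 30% in these data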;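 also: 0% = DMSO wells and 100% = unlabeled Bim-BH3 peptide competitor; inhibitors lower millipolarization by displacing the labeled peptide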
An asterisk follows results filed as active; . = not tested or not shown. The list is partial; count on the stated rates, not on these rows.

SMILES	GLD-1 RNA inh	MEX-5 binding	GSTO1 inh	PAD4 FP inh	MCL1 BIM primary	TPT1 inhibitor	Fam108B inh	PME-1 primary	Bcl-xL primary
CCN(CC)C(=O)C1CCCN(Cc2ccc(F)c(F)c2)C1 (stereo not drawn)	-2	-2.5	1	2	-3	-4	-1	-3	-4
O=C1CCC/C(=N\NC(=O)NC2CCCCC2)C1	0	-2.2	-10	-2	1	2	4	-3	3
Cc1cccc(-n2ccnc2SCC(=O)Nc2ccc3c(c2)OCCO3)c1	0	1.3	0	0	7	-2	-2	-1	2
O=C(N/N=C/C=C\c1ccccc1[N+](=O)[O-])c1ccccn1	-8	-0.7	0	-1	3	0	-2	1	3
CC(CNC(=O)COc1ccc2c(c1)OCO2)c1ccccc1 (stereo not drawn)	3	.	.	2	-4	.	.	2	0
CCOc1cc(/C=C2\C(=N)N3N=C(S(=O)(=O)CC)SC3=NC2=O)ccc1OC(=O)c1ccco1	-9	5.0	-5	-2	4	9	-3	-8	3
COCCOC(=O)c1c(C)oc2ccc(OS(C)(=O)=O)cc12	3	-0.2	7	4	-1	4	-5	6	1
O=C(Nc1ccc(F)cc1)N1CCN(CCc2ccccc2)CC1	-17	0.3	-2	-6	7	-5	-4	5	5
O=C(N/C=C\c1ccccc1)NCc1ccc(Cl)cc1Cl	1	1.9	0	-6	-3	-4	-15	-12	1
COc1ccc(S(=O)(=O)N2CCC(NC(=O)C3CCCCC3)CC2)cc1	9	-0.8	6	1	4	1	-2	-2	1
C=CCSc1nc2ccccc2c(=O)[nH]1	1	-2.4	-3	3	4	-9	2	-8	3
CC(Nc1nc(N2CCN(S(C)(=O)=O)CC2)nc2ccccc12)c1ccccc1 (stereo not drawn)	2	-0.6	2	-1	2	1	0	4	4

Part of the list above, showing only GLD-1 RNA inh, PME-1 primary and MCL1 BIM primary:
SMILES	GLD-1 RNA inh	PME-1 primary	MCL1 BIM primary
C=CCSc1nc2ccccc2c(=O)[nH]1	1	-8	4
CC(Nc1nc(N2CCN(S(C)(=O)=O)CC2)nc2ccccc12)c1ccccc1 (stereo not drawn)	2	4	2

Additional records
SMILES	GLD-1 RNA inh	MEX-5 binding	GSTO1 inh	PAD4 FP inh	MCL1 BIM primary	TPT1 inhibitor	Fam108B inh	PME-1 primary	Bcl-xL primary
CC(C)(C)OC(=O)N1CC2Cc3[nH]c(=O)ccc3C(C2)C1 (stereo not drawn)	6	1.0	-3	-6	3	-1	-4	-3	-2
COc1ccc(C2CC(c3cccs3)=NN2C(=O)CSC2=NN3CCCC(=O)N=C3S2)cc1 (stereo not drawn)	-6	1.9	7	-4	5	-1	5	-7	7
CCCCn1c(N)c(N(CCOC)C(=O)C(C)Oc2ccc(Cl)cc2)c(=O)[nH]c1=O (stereo not drawn)	-4	-3.6	-4	-4	1	-1	2	-8	-1
CC(C)(C)CC(=O)Nc1cccc(-c2cn3cccnc3n2)c1	3	-0.1	2	-1	2	0	-1	-3	-1
N#CCOC(=O)c1sccc1-n1cccc1	-6	-3.1	1	-3	-10	-3	-3	5	7
COc1ccc(Nc2c3c(nc4ccccc24)CCC3)c(OC)c1	-12	1.3	3	-1	-3	3	-3	1	1
CC1CC(C)CN(C2CCCCC2NS(=O)(=O)c2ccc(Cl)cc2)C1 (stereo not drawn)	3	-1.0	-2	-7	-10	5	-1	-5	-1
CCOc1ccccc1N1CCN(C(=O)Nc2cccc(Cl)c2)CC1	-4	2.1	13	-9	5	5	8	-8	0
Cc1cccc(NC(=O)COn2nnc3ccc(S(C)(=O)=O)cc32)c1	3	-1.1	31	3	-9	3	-1	-2	1
CCOc1cccc2cc(C(=O)Oc3ccc(OC)cc3)c(=O)oc12	6	-1.5	13	-3	25	-3	2	3	12
CCOC(=O)c1ccccc1NC(=O)C1CC(=O)N(c2ccccc2)C1 (stereo not drawn)	3	-1.2	-1	-1	4	-1	1	-1	4
CC12CCC(C(=O)Nc3c(Cl)cccc3Cl)(C(Br)C1=O)C2(C)C (stereo not drawn)	-1	-2.1	3	-1	7	-1	0	-2	2
Cc1cccc(-c2nc3c(c(SCC(=O)N4CCOCC4)n2)COC(C)(C)C3)c1	10	-1.2	11	-5	8	-6	7	-6	2
Cc1ccc(C)c(OCCC(=O)OCC(=O)N2c3ccccc3NC(=O)C2(C)C)c1	-3	.	.	8	-14	.	.	-2	-12
CCOc1cc(S(=O)(=O)NCc2ccccn2)ccc1Cl	7	1.6	0	0	-1	4	0	-4	3
S=C(NCCc1ccccc1)N/N=C/C1CCCCC1	-2	3.6	5	0	6	-1	1	0	2
CCNc1nc(NC(C)C)nc(OCCOC(=O)c2ccccc2)n1	12	0.8	6	-2	-6	-1	-3	-3	2
CCOc1ccc(C(=O)NCCc2cnc[nH]2)cc1	4	0.3	1	1	4	1	-5	-2	1
Cc1sc(NC(=O)/C=C/c2ccc(C(C)C)cc2)c(C#N)c1C	2	0.9	3	3	-3	-4	9	0	2
CCc1ccc(NC(=O)CSc2nnc(C3CC3)n2CC2CCCO2)cc1 (stereo not drawn)	5	1.0	1	0	5	-2	4	3	4
O=C(NCc1ccc2c(c1)OCO2)C1CCCN1C(=O)Nc1cccc(F)c1 (stereo not drawn)	-1	-0.8	4	2	5	-6	2	-3	1
Cc1ccc(OCCN2CCN(C(=O)CCC(=O)Nc3nnc(CC(C)C)s3)CC2)cc1	-3	-0.8	6	6	11	0	0	-2	1
Cc1cc(NC(=O)COC(=O)CNC(=O)c2cccs2)c([N+](=O)[O-])cc1C	5	2.9	2	-1	-9	1	0	2	-11
O=C(NCc1ccco1)c1ccc2c(c1)N(Cc1ccccc1)C(=O)CS2=O (stereo not drawn)	0	-1.6	-8	0	1	2	0	-4	4
CC(C)NC(=O)Cn1cc(C#N)c2cc(Br)ccc21	4	-1.6	3	-1	1	-3	2	0	8
ON(Cc1c(F)cccc1Cl)Cc1c(F)cccc1Cl	4	2.0	-4	4	-1	-5	-2	-10	-3
CCOc1cccc(NC(=O)Cn2nc(-c3ccc4c(c3)OCCO4)ccc2=O)c1	-2	-3.8	-22	0	0	2	-13	-19	-1
Cc1ccn2c(NC3CCCC3)c(-c3ccsc3)nc2c1	-1	6.2	3	-4	16	11	2	1	22
O=C(NC(=O)c1ccccc1)NC1(C(F)(F)F)OCCO1	7	-0.4	-2	-1	-1	-4	0	-9	-1
CCCc1cc(Nc2ccccc2)n2ncnc2n1	-1	1.5	5	0	-9	1	-3	-3	-2
COc1ccc(C(=O)NCCS(=O)(=O)N2CCc3ccccc3C2)c(OC)c1	10	-0.6	3	0	2	1	2	7	-1
O=C(COC(=O)CN1C(=O)c2ccccc2C1=O)NC1CCCCC1	3	-1.3	-3	4	9	-3	6	5	7
COCC(=O)N(Cc1ccccc1)c1ccccn1	5	-0.5	1	-3	2	-4	2	0	3
Cc1cc(NC(=O)CN2C(=O)c3ccccc3S2(=O)=O)no1	3	-2.5	16	-3	-10	-3	3	-2	-7
CN(C)S(=O)(=O)N1CCN(c2ccc(Cl)cc2)CC1	9	0.6	2	-6	8	-2	4	-4	7
O=C(NCCCN1CCOCC1)c1cc2c(s1)-c1ccccc1OC2	-6	-1.6	-2	4	-9	5	-4	-3	-4
Cc1cnc(C(=O)OCC(=O)Nc2ccc(Oc3ccccc3)cc2)cn1	-1	-4.7	-4	1	-11	2	1	-4	-4
O=c1ncn(-c2ccccc2F)c2ncccc12	-2	0.3	0	4	-4	-2	-1	-6	4
CCOC(=O)c1sc(NC(=O)CCC(=O)O)nc1C	6	-0.7	0	-3	1	3	0	0	10
CCn1c(COc2ccccc2OC)nnc1SCC#N	-1	0.3	11	0	-11	-2	4	-4	-16
CCCn1nc(C(=O)OCc2nc(N)nc(Nc3ccccc3C)n2)c2ccccc2c1=O	-6	.	.	-4	2	.	.	5	-3
O=C(CSc1nncc2ccccc12)Nc1ccc(C(=O)O)cc1	-4	-1.3	-10	12	-6	0	-2	-3	1
COc1cc(C(=O)OCC(=O)Nc2ccc3c(c2)OC(F)(F)O3)ccc1OCc1c(C)noc1C	1	-0.2	-16	-3	-1	0	-16	-11	3
CC(C)Cn1c(=O)c2c(nc3n2CC(C)CN3Cc2ccccc2)n(C)c1=O (stereo not drawn)	3	2.9	0	0	-2	3	-4	-1	2
Cc1cc(COc2ccccc2OCCN2CCN(C)CC2)no1	-3	-1.9	-6	2	-6	2	-5	-3	3
Cc1cccc(NC(=O)c2ccc(C3SCC(=O)N3CCc3ccccc3)cc2)c1 (stereo not drawn)	1	0.7	-4	-4	-7	2	-8	-1	-2
CC1C(=O)N2CCCc3cc(S(=O)(=O)Nc4ccccc4C(N)=O)cc1c32 (stereo not drawn)	-1	2.3	-4	-8	-5	1	-1	9	2
C[C@]12C(=O)N(c3ccc(C(F)(F)F)cc3)C(=O)N1[C@@H]1c3ccccc3OC[C@@H]1[C@H]2c1ccccc1	4	0.7	1	0	11	-6	-2	0	7
COc1ccc(C(=O)NCCS(=O)(=O)NCC2CCCO2)cc1 (stereo not drawn)	-5	-1.8	-4	-3	-6	6	-3	-5	-6
COc1cccc(N2C(=O)N(c3ccccc3)C3CS(=O)(=O)CC32)c1 (stereo not drawn)	2	0.0	-5	-2	4	0	-1	2	1
COCCCn1c(-c2cccs2)nc2nc3ccccc3nc21	3	-2.6	2	-2	0	-1	-1	4	2
COC(=O)c1cc(OC)c(OC)cc1NC(=O)c1cc(-c2ccccc2)nc2ccccc12	-2	-2.0	-4	-7	-6	2	-2	-3	-2
CCOc1ccc(/C=N/NC(=O)CC(=O)NCc2ccccc2)cc1	-2	-0.2	-4	-3	11	0	-1	-4	6
COc1ccc(CNC(=O)C2Cc3ccccc3CN2C(=O)c2ccco2)cc1 (stereo not drawn)	3	-0.1	21	3	-6	4	-4	2	-7
NS(=O)(=O)c1ccc(NC(=O)C2Cc3ccccc3CN2C(=O)c2ccco2)cc1 (stereo not drawn)	-1	-1.2	3	1	15	3	1	-2	38*
Fc1ccccc1N1CCN(C(c2cccs2)c2nnnn2CCc2ccccc2)CC1 (stereo not drawn)	-2	.	0	2	-3	-2	-2	-5	0
O=C(Nc1cccc(Cl)c1)Nc1ccc2nccnc2c1	2	-2.2	-54	-10	-2	-2	-1	-34	8
CS(=O)(=O)N(CC(=O)NCCC1=CCCCC1)c1cccc([N+](=O)[O-])c1	0	-0.8	22	-1	1	-1	0	-5	5
CC(C)CCC(C)NC(=O)c1ccc2nccnc2c1 (stereo not drawn)	3	0.2	1	-7	5	-2	2	8	6
CNC(=S)N(CCc1c(C)[nH]c2ccc(OC)cc12)Cc1ccco1	-1	0.0	5	-3	7	0	6	-1	2
CCOCCCNC(=O)c1cc(=O)n(Cc2cccc(C)c2)c2ccccc12	-5	0.2	-1	-1	-2	0	0	-2	1
